S1P4 antag: S1P4 receptor antagonists, primary screen, cell-based; inhibition, % at 4.98 µM; AID 1510, 2009; Sphingosine 1-phosphate receptor 4 (Homo sapiens), O95977; S1P4-expressing cells, antagonist mode, reporter read-out; hit rate 0.26% among 220,000; in the data active = inhibition above about 29%;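 also: 0% = wells stimulated with agonist and 100% = vehicle wells without agonist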
Target sequence (O95977 whole entry, looked up): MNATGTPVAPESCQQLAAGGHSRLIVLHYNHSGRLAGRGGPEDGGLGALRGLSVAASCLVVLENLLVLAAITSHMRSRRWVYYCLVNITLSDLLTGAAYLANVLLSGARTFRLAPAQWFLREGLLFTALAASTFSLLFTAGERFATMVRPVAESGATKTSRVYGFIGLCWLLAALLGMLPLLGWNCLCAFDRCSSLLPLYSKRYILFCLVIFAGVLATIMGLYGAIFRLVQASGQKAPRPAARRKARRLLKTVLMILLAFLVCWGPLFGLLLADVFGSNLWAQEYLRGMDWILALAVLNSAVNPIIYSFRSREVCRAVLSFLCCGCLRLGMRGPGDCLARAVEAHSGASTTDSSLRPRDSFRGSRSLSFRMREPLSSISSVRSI
NPY2 pot ag: NPY-Y2 potentiators or agonists, primary screen, cell-based. Neuropeptide Y receptor type 2 (Homo sapiens), P49146. cells expressing NPY-Y2, potentiator/agonist read-out. activation, % at 3.6 µM. hit rate 0.45% among 220,000. AID 1359, 2008; in the data active = activation above about 27%;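 also: cells stimulated with NPY near EC25 plus isoproterenol at EC100; 0% = vehicle plus submaximal agonist and 100% = vehicle plus saturating agonist; some results beyond the cut were filed as inactive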
Target sequence (P49146 whole entry, looked up): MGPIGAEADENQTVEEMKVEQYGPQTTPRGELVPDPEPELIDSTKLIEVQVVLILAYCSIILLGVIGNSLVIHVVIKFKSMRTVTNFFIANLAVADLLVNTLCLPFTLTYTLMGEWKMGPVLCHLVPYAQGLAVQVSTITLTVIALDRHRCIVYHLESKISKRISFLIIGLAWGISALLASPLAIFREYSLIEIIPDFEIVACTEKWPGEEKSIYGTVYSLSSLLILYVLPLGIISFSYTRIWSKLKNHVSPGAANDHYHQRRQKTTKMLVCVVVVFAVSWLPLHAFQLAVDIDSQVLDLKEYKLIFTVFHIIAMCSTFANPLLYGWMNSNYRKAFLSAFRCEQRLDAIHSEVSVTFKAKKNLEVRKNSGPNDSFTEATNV
CHOP inh: inhibitors of CHOP promoter induction, primary screen, cell-based, unfolded protein response, luciferase reporter; CHO-K1 CHOP-promoter luciferase, tunicamycin-induced, 15-18 h; inhibition, % at 10 µM; hit rate 3.8% among 220,000;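 active = compounds that reduced the stress-induced luciferase reporter signal by more than about 70% of percent inhibition, limit read from the data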;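 also: 0% = tunicamycin plus vehicle and 100% = wells without tunicamycin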
NPY1 pot ag: NPY-Y1 receptor potentiators or agonists, primary screen, cell-based; activation, % at 3.6 µM; hit rate 0.37% among 220,000; NPY-Y1 expressing cells, potentiator/agonist activation; Neuropeptide Y receptor type 1 (Homo sapiens), P25929; in the data active = activation above about 33%, passing the limit was not always enough;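 also: cells stimulated with NPY at EC10 then isoproterenol at EC100; 0% = low agonist plus stimulus and 100% = saturating agonist plus stimulus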
EP2 mod: EP2 receptor modulators, cAMP readout, primary screen, cell-based, HTRF cAMP, PGE2 stimulation. hit rate 0.83% among 260,000. EP2-expressing cells, cAMP HTRF FRET, PGE2 co-stimulation. Prostaglandin E2 receptor EP2 subtype (Homo sapiens), P43116. induction, % at 25 µM;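 active = compounds whose cAMP rise, as percent of the full-agonist control response, exceeds 60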;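 also: rat C6 glioma line stably carrying human EP2 under a CMV promoter; the protocol text gives 20 µM as final concentration; 100% = response of wells given 1 µM PGE2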
TRPN1 ag: zebrafish TRPN1 channel agonists, primary screen, cell-based, HEK293, calcium fluorescence; transient receptor potential cation channel N1 (TRPN1/NompC), Danio rerio; HEK293 zebrafish TRPN1-YFP, Fluo-8 calcium fluorescence; 100% = response to 87 µM carbachol; activation, % at 3 µM; hit rate 0.18% among 220,000; AID 1424, 2008;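 active = activation above its plate's cutoff, the mean activation of test wells on that plate plus 3 SD, cut at about 19% in these data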;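 also: 0% = DMSO alone and 100% = 87 µM carbachol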
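Material – zebrafish TRPN1-YFP in HEK293 cells · Doses – 3 µM single point · Schedule – dye 1 h 37 °C plus 30 min RT · Signal – Fluo-8 calcium fluorescence, excitation 470-495 nm, emission 515-575 nm · Read-out – % activation versus carbachol response · Control set – carbachol high, DMSO low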
S1P4 ag: S1P4 receptor agonists, primary screen, cell-based. Sphingosine 1-phosphate receptor 4 (Homo sapiens), O95977. S1P4-expressing cell line, agonist reporter assay. activation, % at 4.98 µM. hit rate 0.35% among 220,000; in the data active = activation above about 11%;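 also: 0% = DMSO vehicle and 100% = reference agonist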
NPY Y1 blocker: NPY-Y1 receptor antagonists, primary screen, cell-based. inhibition, % at 3.6 µM. AID 1040, 2008. Neuropeptide Y receptor type 1 (Homo sapiens), P25929. HEK293-CNG Y1 cells, membrane potential fluorescence; NPY at EC95, then isoproterenol. hit rate 1% among 200,000;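 active = inhibition above the campaign mean inhibition of all tested compounds plus 3 SD, cut at about 20% in these data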;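 also: 0% = DMSO wells given NPY plus isoproterenol and 100% = isoproterenol alone without NPY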
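Test system: HEK293 cells co-expressing NPY Y1 receptor and cyclic-nucleotide gated channel; Also added: NPY (25 nM), isoproterenol (1 µM), Ro 20-1724 (25 µM); Compound dosing: one concentration, 3.6 µM, in 0.4% DMSO; Timing: dye 3 h, compound 60 min room temperature, stimulation 45 min; Technique: Membrane-potential fluorescent dye readout.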
TRPML3 ag: human TRPML3 channel agonists, primary screen, cell-based, HEK293 TRPML3-YFP, Fluo-8 calcium fluorescence, 3 µM. Mucolipin-3 (Homo sapiens), Q8TDD5. 100% = the carbachol control signal. activation, % at 3 µM. hit rate 0.29% among 220,000. AID 1448, 2008;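 active = activation above its plate's cutoff, the mean activation of the plate's test wells plus 3 SD, cut at about 12% in these data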;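 also: 0% = DMSO only wells and 100% = carbachol wells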
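Material: HEK293 cells stably carrying human TRPML3-YFP; compound dosing: single dose, 3 µM final nominal compound, 0.3% DMSO final; incubation: 1-h 37 °C dye load, 5-s basal, 120-s post-compound reads; technique: Fluo-8 intracellular calcium fluorescence, excitation 470-495 nm, emission 515-575 nm; read-out basis: percent activation from peak-to-basal fluorescence ratio, scaled between DMSO and carbachol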
An asterisk follows results filed as active; nt = not tested or not shown; & = joins results of further samples.

structure	NPY1 pot ag	NPY2 pot ag	CHOP inh	EP2 mod	TRPN1 ag	NPY Y1 blocker	TRPML3 ag	S1P4 ag	S1P4 antag
CCCCN1C(=O)c2ccc(C(=O)Nc3ccccc3N3CCOCC3)cc2C1=O	19	1	14	22	-0.6	-6	-0.2	-0.6	-19
COc1cccc(/C=c2\sc3nc(-c4cccs4)nn3c2=O)c1OC	-15	-27	2	-11	1.7	13	1.0	1.0	0
CC1CCCN(c2ccc([N+](=O)[O-])cc2C(=O)c2ccccc2)C1 (stereo not drawn)	-3	-6	34	53	-1.7	20	0.9	2.2	-2
CCOc1ccccc1NC(=O)C1CCN(C(=O)c2cccs2)CC1	-1	-5	34	9	1.7	8	1.0	0.9	-8
Cc1ccc(NC(=O)CN2C(=O)CN(C)C2=O)cc1S(=O)(=O)N1CCCCC1	-4	7	-1	15	1.0	2	1.0	-0.5	-12
CCc1ccc2oc(-c3cc(N)ccc3O)nc2c1	0	-3	78*	15	-0.1	0	-0.3	-0.2	0
O=C1N2CCSC2=NC1(NS(=O)(=O)c1ccccc1)C(F)(F)F (stereo not drawn)	-13	-18	-10	12	-0.1	3	0.7	-0.4	4
O=C(O)c1ccc(S(=O)(=O)c2ccc3c(c2)C(=O)N(NC(=O)c2cccnc2)C3=O)cc1	-11	10	6	0	0.5	nt	0.4	1.3	18
COCCCNC(=O)c1ccc(-n2nc(C(F)(F)F)cc2-c2cccs2)cc1	18	5	41	31	-0.8	9	-0.6	-0.9	-3
CCn1nnnc1SCC(=O)Nc1nc(-c2cccs2)cs1	0	12	9	-9	-0.2	-1	0.0	0.6	-5
C[C@H](NC(N)=O)C(=O)Nc1ccc2c(c1)OCO2	10	-9	-19	30	2.5	nt	0.9	-0.3	0
O=C(O)CCSc1ccc2ccccc2n1	-36&-25	-38&-34	1&15	80*	-0.6&1.3	6&13	0.8&0.4	0.3&-0.7	-22&-4
CCc1ccc(NC(=O)Cn2c(=O)oc3cc(S(=O)(=O)N4CCOCC4)ccc32)cc1	-10	-4	48	-1	1.9	-9	1.2	-5.1	-1
C=CCNCCOCCSc1ccc(Cl)cc1	-18	1	0	-25	0.1	6	0.7	0.8	-14
O=C(Nc1ccccc1Oc1ccccc1)c1cc([N+](=O)[O-])ccc1Cl	-28	-8	-8	35	-2.5	12	-1.1	1.0	-2
O=C(CNC(=O)C1CCCCC1)NCCCO	4	23	-10	5	0.0	5	1.3	0.5	-3
COc1ccc(CNC(=O)/C=C/c2ccccc2[N+](=O)[O-])cc1	7	-7	7	-88	-0.6	2	0.0	-0.3	-12
COc1ccccc1N(CC(=O)Nc1ccc2c(c1)OCO2)S(=O)(=O)c1ccccc1	-31	-29	-4	29	0.3	0	0.5	0.6	-8
COc1ccccc1CN(C)C(C)C(=O)Nc1cccc(C(C)=O)c1 (stereo not drawn)	2	1	4	-31	-1.5	7	0.8	0.5	-21
O=C(CN1CCCC1)Nc1ccc([N+](=O)[O-])cc1	-12	-10	12	-10	2.5	5	-1.9	1.5	16
Cc1cccc(Oc2ccc(S(=O)(=O)N3CCCCC3)cc2N)c1	-9	-4	40	-14	3.0	-2	3.0	0.6	-21
CC(C)N1CCN(Cc2cccc(-n3cccn3)c2)CC1CCO (stereo not drawn)	10	-18	-26	8	0.2	7	0.2	0.0	-5
O=[N+]([O-])c1ccc(NC(=S)N2CCc3ccccc3C2)cc1	-1	-1	7	-82	-1.5	-6	0.1	-1.7	-10
CCC(=O)n1nc(-c2ccc(Cl)cc2)nc1SC	16	9	19	13	-0.5	0	-0.3	-1.5	-9
Cc1cc2nc(-c3ccc(SCc4ccc(C#N)cc4)nc3)[nH]c2cc1C	-20	-17	20	-48	0.4	3	-0.4	-3.0	-9
CCOC(=O)N1CCN(C(=O)/C(=C/c2ccc(Br)cc2)NC(=O)c2ccc(OC)cc2)CC1	-11	-5	1	32	2.5	4	1.0	-0.7	5
COc1ccc(N(CC(=O)Nc2cc(C(=O)O)ccc2C)S(=O)(=O)c2c(C)noc2C)cc1	4	-15	30	46	-0.2	1	0.1	1.2	-11
CCC(=O)Nc1c(C)c(CC)nc2ccccc12	-11	7	-12	11	0.6	7	0.0	0.4	-17
Cc1cc(C)c(NC(=O)CN2CCN3CCCC3C2)c(C)c1 (stereo not drawn)	-22	15	18	10	0.2	8	0.2	0.0	-15
COCCSc1ccccc1C(=O)NCc1ccco1	4	2	54	9	-0.8	-13	0.8	0.4	-16
NS(=O)(=O)c1ccc(NC(=S)N2CCN(c3ccc(Cl)c(Cl)c3)CC2)cc1	9	-1	87*	-80	-0.3	-5	1.4	0.4	-17
COc1ccc2c(c1)CCc1c(C(=O)N3CCCCCC3)noc1-2	19	-9	-41	-31	-0.7	-3	0.2	0.6	-7
CCC(CO)[n+]1c(C)cc(/C=C2\Sc3ccccc3N2Cc2ccccc2)cc1C (stereo not drawn)	0	10	56	-7	0.9	0	1.6	0.1	3
Cc1ccccc1N1C(=O)[C@@H]2Cc3ccccc3CN2C1=O	-8	11	-9	26	0.9	-1	-0.5	0.2	3
Nc1nc(NCc2ccco2)nc(NCCO)c1[N+](=O)[O-]	14	9	9	22	-1.2	nt	0.2	-0.3	4
Fc1ccc(N2CCN(c3ncnc4c3nnn4Cc3ccccc3Cl)CC2)cc1	-10	-6	30	30	-0.8	-2	0.2	1.4	0
COc1cc(C(=O)Nc2sc(C)c(C)c2C(=O)O)cc(OC)c1OC	-13	-9	-13	1	1.1	-5	0.5	0.4	7
CCOC(=O)c1oc2nc(C(C)C)c3c(c2c1N)CCC3	-6	4	9	11	-1.9	-3	-0.5	2.1	-10
CCOCCCN(Cc1ccco1)C(=O)c1cc2c(=O)[nH]c3ccc(C)cc3c2s1	-3	-2	60	-3	1.5	13	0.3	0.0	-1
CCOc1ccc(NC(=O)C(=O)N/N=C/c2ccccc2F)cc1	17	1	1	16	-1.3	6	-0.1	0.9	-18

Retrieved by structure from the list above, 2 records:
structure	NPY1 pot ag	NPY2 pot ag	CHOP inh	EP2 mod	TRPN1 ag	NPY Y1 blocker	TRPML3 ag	S1P4 ag	S1P4 antag
CCOC(=O)c1oc2nc(C(C)C)c3c(c2c1N)CCC3	-6	4	9	11	-1.9	-3	-0.5	2.1	-10
Nc1nc(NCc2ccco2)nc(NCCO)c1[N+](=O)[O-]	14	9	9	22	-1.2	nt	0.2	-0.3	4

The results go on:
structure	NPY1 pot ag	NPY2 pot ag	CHOP inh	EP2 mod	TRPN1 ag	NPY Y1 blocker	TRPML3 ag	S1P4 ag	S1P4 antag
CCc1nnc(N/N=C/c2ccc(-c3ccc([N+](=O)[O-])cc3)o2)n1N	8	-1	22	-46	1.2	1	1.2	2.8	-7
Cn1cc([N+](=O)[O-])c(C(=O)Nc2ccc3nc(-c4ccccc4)[nH]c3c2)n1	4	-10	1	-6	1.7	3	1.1	0.0	-8
CN1CN(C)C(c2ccncc2)=C1c1ccncc1	-1	14	-17	5	1.6	nt	-0.3	0.8	-13
CCOC(=O)c1c(CSC(=N)N)n(-c2ccc(C)cc2)c2cc(Br)c(OC(C)=O)cc12	50	7	-13	-43	5.9	-2	1.7	-2.0	4
COc1cc(C(=O)OCC(=O)Nc2cc(C)on2)cc(OC)c1OC	-15	-8	34	1	-0.6	5	0.8	0.8	-10
Cc1ccc2c(c1)NCC(C(=O)NCc1ccccc1)O2 (stereo not drawn)	-33	2	6	-28	-0.8	5	0.1	1.4	-2
O=C1C(=O)c2ccccc2C(O)=C1c1ccccc1F	-5	14	26	17	-0.1	nt	0.1	2.1	1
CCOc1ccccc1NC(=O)c1cccc(NC(=O)CC(c2ccccc2)c2ccccc2)c1	9	-16	45	4	2.4	6	1.4	-4.7	-7
CSc1nc2ccc(NC(=O)NC(=O)c3c(F)cccc3F)cc2s1	-5	6	3	-25	-0.1	nt	-0.3	0.1	15
CCn1cc([N+](=O)[O-])c(C(=O)N2CCN(C(=O)c3ccco3)CC2)n1	-15	0	11	10	1.1	0	0.9	-1.0	4
COCCn1c(CCC(=O)O)ccc1-c1cccs1	-4	-7	-2	30	-1.4	9	0.8	1.6	-6
Cn1cccc1/C=N/n1c(-c2ccco2)n[nH]c1=S	7	-8	11	21	2.4	5	6.8	1.2	1
COC(=O)Nc1nnc(COc2cccc(C)c2)s1	-15	-7	4	-13	1.3	10	0.7	1.2	-15
O=C(Nc1nnc(-c2ccccc2)o1)c1cc(-c2cccs2)nc2ccccc12	-27	-9	-5	-15	5.8	8	6.0	1.4	10
Cc1ccccc1-c1nnc(SCC(=O)Nc2ccc(Cl)cc2)n1N	8	8	34	-66	0.3	-2	-0.5	-0.5	1
CCOC(=O)CNC(=O)CN1CCCN(S(=O)(=O)c2ccc(Br)s2)CC1	-10	-9	6	14	0.4	-7	0.2	1.3	-10
CCC1=NN(C(=O)c2cccnc2)C(O)(C(F)(F)F)C1 (stereo not drawn)	-4	5	6	18	-0.1	7	0.8	-0.5	-8
COc1ccc([N+](=O)[O-])cc1N(CC(O)CN(CC(C)C)CC(C)C)S(=O)(=O)c1ccccc1 (stereo not drawn)	-22	-13	-6	18	-2.7	69*	0.0	0.3	1
O=c1cc(N2CCCCC2)c(-c2ccccc2)nn1Cc1cccc(Cl)c1	28	7	61	81*	0.2	2	0.7	-0.6	-6
N#Cc1c(NC(=O)CCC(=O)O)sc2c1CCCC2	-28	1	-17	8	1.2	1	1.6	3.5	-18
Cc1cc(-c2nc(C)c(C(=O)NNS(=O)(=O)c3ccc(Cl)cc3Cl)s2)no1	-11	-13	4	3	-0.7	nt	0.0	0.3	16
CN(C)c1ccc(-c2n(C)c3ccccc3[n+]2C)cc1	-7	7	-4	-26	-0.3	3	1.1	-2.0	-5
COCCn1c(=O)[nH]c2cc(C(=O)NCCN3CCN(c4ccccc4)CC3)ccc2c1=O	6	13	30	-16	-1.4	1	0.0	1.2	7
COC(=O)c1[nH]c2ccc(C)cc2c1NC(=O)CN1CCN(C(=O)c2ccccc2)CC1	5	-1	21	4	-0.5	-2	1.5	-1.6	-11
